CAL PDZ FP-1: CAL PDZ peptide-binding inhibitors, primary screen, biochemical, fluorescence polarization, Cer-tagged CAL PDZ, HTS. Golgi-associated PDZ and coiled-coil motif-containing protein (Homo sapiens), Q9HD26. purified CAL PDZ, TMR-peptide fluorescence polarization, 1 h. inhibition, % at 20 µM. 0.02% of 330,000 active. AID 504414, 2011;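 active = highest replicate inhibition of at least 40%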;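 note: plate controls were DMSO neutral control wells for no effect and unlabeled competitor peptide control wells for full effect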
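Test system: tagged CAL PDZ domain / Buffer or medium: sodium phosphate/NaCl buffer pH 7.4 with TCEP, IgG, Thesit / Reagent: TMR-labelled reporter peptide T*-PRC34 bound in PDZ groove / Compound dosing: single point, 20 µM / Schedule: 1 h incubation at room temperature before polarization reading / Technique: fluorescence polarization (mP) / Benchmarks: unlabelled peptide, DMSO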
cardiac RTF act: cardiac RTF calcium sensitivity activators, primary screen, biochemical, IANBD-TnC fluorescence, EC20 calcium. Troponin I, cardiac muscle (Homo sapiens) + Troponin T, cardiac muscle (Homo sapiens) + …. IANBD-labeled TnC RTF fluorescence at EC20 calcium; 0% EC20 calcium, 100% full calcium. activation, % at 7.2 µM. 0.24% of 340,000 active;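 active = activation above the mean over all tested compounds plus 3 SD, cut at about 30% in these data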;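 note: rise in fluorescence read as greater calcium sensitivity of cardiac thin filaments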
LANA DNA inh: inhibitors of KSHV C-LANA binding to DNA, primary screen, biochemical, fluorescence polarization, FAM-LBS DNA, MBP-C-LANA, single point; Kaposi's sarcoma herpesvirus LANA C-terminal domain (residues 932-1162) DNA binding; inhibition, % at 9 µM; 0.078% of 340,000 active; AID 504423, 2011;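 active = highest replicate inhibition at or above 60% at 9 µM, even if other replicates fall short; inactive = all replicates below 60% inhibition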;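 note: 0% = neutral control wells and 100% = 4 µM acridine orange control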
Cardiac RTF inh: cardiac RTF calcium sensitivity inhibitors, primary screen, biochemical, IANBD-TnC fluorescence, EC70 calcium. Troponin I, cardiac muscle (Homo sapiens) + Troponin T, cardiac muscle (Homo sapiens) + …. IANBD-labeled cardiac RTF, Ca2+ fluorescence. inhibition, % at 7.15 µM. 0.12% of 340,000 active. AID 493244, 2011;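 active = inhibition above the mean inhibition of all tested compounds plus 3 SD, cut at about 17% in these data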;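 note: assay run at fixed EC70 calcium of 1.6 mM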
PKA-R2B act: activators of PKA-R2B holoenzyme, primary screen, biochemical, fluorescence polarization, Cy5-IP20, human. activation, % at 11.4 µM. 0.079% of 340,000 active. PKA-R2B holoenzyme dissociation; R2B truncated from residue 108, S112A mutant; 0% DMSO only, 100% 113 µM cGMP. AID 504700, 2011. cAMP-dependent protein kinase catalytic subunit beta (Homo sapiens) + cAMP-dependent …;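 active = activation above a cutoff set at the mean over all compounds plus 3 SD, cut at about 18% in these data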;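 note: higher means more holoenzyme dissociation and a rise in polarization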
SR-BI DiI-HDL act: activators of SR-BI mediated DiI-HDL uptake, primary screen, ldlA[mSR-BI] CHO cells, DiI fluorescence. 3 h; 100 = double the neutral-control signal. activation, % at 12.5 µM. 0.096% of 320,000 active. AID 504775, 2011;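 active = mean replicate activation of at least 60% and every replicate at or above 60%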;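 note: 0% = median plate neutral-control signal and 100% = twice that signal; values of inactives mirror those of a sister screen read the other way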
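Assay system: CHO ldlA[mSR-BI] cells, LDL receptor-null, SR-BI overexpressing; medium: Ham's F12 with 0.5% BSA, HEPES 25 mM, pH 7.4; also added: DiI-HDL 10 µg/mL; timing: 3 h uptake period with compound, 37 °C; signal: DiI fluorescence, bottom read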
Keap1 Nrf2 FP: Keap1-Nrf2 protein-protein interaction inhibitors, primary screen, biochemical, fluorescence polarization, single point | Kelch-like ECH-associated protein 1 (Homo sapiens), Q14145 | Keap1 Kelch-Nrf2 peptide fluorescence polarization, 1536-well | inhibition, % at 9.4 µM | 0.15% of 340,000 active | AID 504523, 2011; in the data active = inhibition above about 12%;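 note: human Keap1 Kelch domain with fluorescein labeled Nrf2 9mer peptide probe; 0% = neutral control wells and 100% = peptide positive control; higher means more block of Keap1 binding to Nrf2 peptide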
Rtt109 Vps75: inhibitors of C. albicans Rtt109/Vps75 HAT, primary screen, biochemical, ThioGlo CoA-SH fluorescence, plate reader | purified Rtt109/Vps75, 4 h | inhibition, % at 34.9 µM | 0.16% of 330,000 active | AID 540336, 2011;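 active = inhibition of at least 50% in every replicate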
Target sequence (Q5AAJ8 whole entry, looked up): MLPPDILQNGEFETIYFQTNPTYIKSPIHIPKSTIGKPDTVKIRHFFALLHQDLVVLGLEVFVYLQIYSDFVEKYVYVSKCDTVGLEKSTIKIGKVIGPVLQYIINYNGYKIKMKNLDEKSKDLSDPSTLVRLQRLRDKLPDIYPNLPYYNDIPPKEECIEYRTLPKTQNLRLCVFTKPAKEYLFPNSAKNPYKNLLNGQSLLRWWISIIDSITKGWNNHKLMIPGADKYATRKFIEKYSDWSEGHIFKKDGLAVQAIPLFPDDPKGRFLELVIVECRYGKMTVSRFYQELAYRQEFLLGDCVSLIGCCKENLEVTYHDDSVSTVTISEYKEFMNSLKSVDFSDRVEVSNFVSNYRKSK
CAL PDZ FP-2: untagged CAL PDZ binding inhibitors, primary screen, biochemical, fluorescence polarization, HTS | AID 602252, 2012 | 0.92% of 300,000 active | inhibition, % at 24.9 µM | Golgi-associated PDZ and coiled-coil motif-containing protein (Homo sapiens), Q9HD26 | purified CAL PDZ, TMR-peptide fluorescence polarization, 1 h;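 active = mean inhibition of at least 30% with at least half of replicates also reaching 30%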;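 note: 0% = DMSO neutral control and 100% = excess unlabeled competitor peptide PRC23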
DAGLB inhibitor: DAGLB lipase inhibitors, primary screen, biochemical, fluorescence, HTS | inhibition, % at 5.17 µM | Diacylglycerol lipase-beta (Homo sapiens), Q8NCG7 | 0.059% of 340,000 active | AID 504411, 2011 | HEK293T DAGLB membrane lysate, EnzChek fluorogenic substrate; in the data active = inhibition above about 34%;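 note: 0% = enzyme with vehicle and 100% = wells lacking enzyme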
Target sequence (Q8NCG7 whole entry, looked up): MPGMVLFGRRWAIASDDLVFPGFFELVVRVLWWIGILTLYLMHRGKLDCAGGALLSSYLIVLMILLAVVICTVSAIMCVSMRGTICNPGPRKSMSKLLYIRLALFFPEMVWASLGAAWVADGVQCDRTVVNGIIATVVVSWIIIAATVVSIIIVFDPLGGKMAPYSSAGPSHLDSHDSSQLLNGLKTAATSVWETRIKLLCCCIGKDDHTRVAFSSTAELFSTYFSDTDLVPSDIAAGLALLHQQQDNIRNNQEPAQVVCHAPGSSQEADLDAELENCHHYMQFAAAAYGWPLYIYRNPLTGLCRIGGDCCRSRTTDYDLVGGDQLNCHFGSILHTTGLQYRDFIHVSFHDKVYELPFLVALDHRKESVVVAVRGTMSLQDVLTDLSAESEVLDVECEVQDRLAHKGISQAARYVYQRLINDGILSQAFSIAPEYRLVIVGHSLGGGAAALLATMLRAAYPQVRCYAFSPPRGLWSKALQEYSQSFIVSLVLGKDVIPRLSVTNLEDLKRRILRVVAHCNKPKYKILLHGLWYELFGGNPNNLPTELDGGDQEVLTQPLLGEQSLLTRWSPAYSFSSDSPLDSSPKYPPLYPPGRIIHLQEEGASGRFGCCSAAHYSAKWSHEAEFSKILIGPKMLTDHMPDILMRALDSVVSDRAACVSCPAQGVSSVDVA
* marks the source's active call; other numbers are inactive results; i = inactive; / = not tested or not shown.

#	CAL PDZ FP-1	cardiac RTF act	LANA DNA inh	Cardiac RTF inh	PKA-R2B act	SR-BI DiI-HDL act	Keap1 Nrf2 FP	Rtt109 Vps75	CAL PDZ FP-2	DAGLB inhibitor	SMILES
1	-0.3	7	1.4	2	2	12	-2	3	-2	0	CCn1c(SCC(=O)N2CCCC2)nc2ccccc21
2	-3.8	-2	0.0	-1	-1	6	-3	28	-3	-2	Cc1ncsc1C(=O)N1CCCC(C(=O)c2ccc3ccccc3c2)C1 (centres undefined)
3	-0.2	-2	1.2	-5	4	15	-5	2	0	-1	C#CCOCCOCCOCCNc1nc(N2CCOCC2)nc(N2CCN(C(=O)[C@H](Cc3ccc(O)cc3)n3cc(CCO)nn3)CC2)n1
4	-2.2	8	-0.9	-7	-10	3	-5	3	-2	0	COCC1CCCCN1Cc1cn[nH]c1-c1ccc(OC)cc1OC (centres undefined)
5	-0.2	-6	-0.9	-3	4	/	-1	-5	/	1	CCOc1ccccc1NC(=O)C1CCN(C(=O)C2CC(=O)N(c3ccc(C)cc3)C2)CC1 (centres undefined)
6	-3.2	2	4.4	-6	-1	7	-7	6	3	4	CSC1=NC(=O)/C(=C/c2ccc(SC)cc2)S1
7	-2.5	-2	-0.1	-7	-6	7	1	-8	-2	1	CSCC[C@H](NC(=O)N1CCn2c1nc1ccccc12)C(=O)NCc1ccc(C)cc1
8	-2.4	-7	0.3	-3	-13	18	2	-3	-4	-5	CCOC(=O)/C=C/C(=O)Nc1ccc(Oc2ccccc2)cc1

Following part.
#	CAL PDZ FP-1	cardiac RTF act	LANA DNA inh	Cardiac RTF inh	PKA-R2B act	SR-BI DiI-HDL act	Keap1 Nrf2 FP	Rtt109 Vps75	CAL PDZ FP-2	DAGLB inhibitor	SMILES
9	-1.2	1	0.6	-13	-6	6	1	-9	/	2	CC(C)CCn1c(CN2CCN(C(=O)c3ccco3)CC2)nc2c1c(=O)n(C)c(=O)n2C
10	-2.8	-1	2.3	-8	2	-7	5	2	4	-5	C/C(=N\NC(=O)C1CC1)c1ccc(C(C)(C)C)cc1
11	-1.6	10	-0.7	-6	7	10	7	9	/	-7	Cc1ccc(-c2c(C(=O)N3CCOCC3)oc(=O)c3ccccc23)cc1
12	-1.2	-4	-0.3	-5	10	3	-2	-1	-2	-2	O=C(CN1C(=O)c2ccccc2S1(=O)=O)NCc1ccc(F)cc1
13	-2.1	-1	0.9	-9	1	3	-1	-8	-5	-1	c1cnc2ncc3sccc3c2c1
14	-0.6	1	-1.2	3	-10	4	2	10	0	1	Clc1ccc(COc2ccccc2CNCc2cccnc2)cc1
15	-1.8	6	0.3	-7	-10	5	-7	-7	-2	-2	COc1cccc(C2C(C#N)=C(N)OC(C(C)(C)C)=C2C#N)c1 (centres undefined)
16	0.2	0	0.0	-5	4	-27	-3	1	4	-3	Cc1ccccc1Nc1nc(Nc2ccccc2C)nc(SC2=NCCS2)n1

(continued)
#	CAL PDZ FP-1	cardiac RTF act	LANA DNA inh	Cardiac RTF inh	PKA-R2B act	SR-BI DiI-HDL act	Keap1 Nrf2 FP	Rtt109 Vps75	CAL PDZ FP-2	DAGLB inhibitor	SMILES
17	-0.8	-6	0.9	4	-5	-3	-1	-2	/	3	CC(=O)Nc1cccc(C(=O)OCC(=O)Nc2ccc(Cl)cn2)c1
18	-2.6	-1	0.5	-2	-3	2	2	-5	-7	0	Cc1cccc(-n2ccc(=O)c(C(=O)Nc3ccc(S(=O)(=O)Nc4nccc(C)n4)cc3)n2)c1
19	/	4	1.4	-3	3	-11	3	-6	-8	-3	Cc1cccc(NC(=O)CSc2nc3ccc(N4C(=O)c5ccccc5C4=O)cc3s2)c1C
20	-1.4	1	-2.7	5	1	-4	1	27	5	0	O=C(Nc1ccc(Cc2ccncc2)cc1)c1cccs1
21	-0.8	-2	1.5	-3	-5	17	-2	i	-3	3	CCN(CC)Cc1c(O)c(Cl)cc2c3c(c(=O)oc12)CCCC3
22	-1.8	-2	-0.4	4	-10	-32	-1	27	-4	3	CCOc1ccc(Nc2nc(N)nc(CN3CCN(c4ccccc4F)CC3)n2)cc1
23	-3.0	1	0.7	-2	3	23	-2	-5	-1	1	CCN(CC)CC#CC(C)OCOCC#CCOC (centres undefined)
24	0.6	-1	0.9	-2	5	-9	-1	11	-1	-3	O=[N+]([O-])c1ccc(-n2nncc2-c2ccc(Cl)cc2)cc1

Some of these compounds in order of molar mass, rising.
#	CAL PDZ FP-1	cardiac RTF act	LANA DNA inh	Cardiac RTF inh	PKA-R2B act	SR-BI DiI-HDL act	Keap1 Nrf2 FP	Rtt109 Vps75	CAL PDZ FP-2	DAGLB inhibitor	SMILES
6	-3.2	2	4.4	-6	-1	7	-7	6	3	4	CSC1=NC(=O)/C(=C/c2ccc(SC)cc2)S1
16	0.2	0	0.0	-5	4	-27	-3	1	4	-3	Cc1ccccc1Nc1nc(Nc2ccccc2C)nc(SC2=NCCS2)n1
7	-2.5	-2	-0.1	-7	-6	7	1	-8	-2	1	CSCC[C@H](NC(=O)N1CCn2c1nc1ccccc12)C(=O)NCc1ccc(C)cc1
18	-2.6	-1	0.5	-2	-3	2	2	-5	-7	0	Cc1cccc(-n2ccc(=O)c(C(=O)Nc3ccc(S(=O)(=O)Nc4nccc(C)n4)cc3)n2)c1

Additional compounds.
#	CAL PDZ FP-1	cardiac RTF act	LANA DNA inh	Cardiac RTF inh	PKA-R2B act	SR-BI DiI-HDL act	Keap1 Nrf2 FP	Rtt109 Vps75	CAL PDZ FP-2	DAGLB inhibitor	SMILES
25	-1.2	0	0.1	0	-2	/	-1	-3	-4	2	N#CCCN(C(=O)CSc1nc2nc(-c3cccs3)cc(C(F)(F)F)c2c(=O)[nH]1)c1ccccc1
26	-1.4	7	-0.6	-3	4	-75	-8	3	-5	-5	Cc1cc(C)c(C(=O)COC(=O)c2ccc(NC(=O)CC#N)cc2)cc1C
27	-1.8	-3	-1.0	-6	-12	12	2	-2	/	-1	Cc1ccc(C(=O)NCC(=O)OCC(=O)c2ccccc2)s1
28	-0.4	1	0.2	5	-3	17	-1	-16	-1	0	COC(=O)CCC(=O)OC1(C)C(=O)C=C2C=C(C3CC3)N(C3CCCCC3)C=C2C1=O (centres undefined)
29	-0.2	1	-0.5	-15	1	-1	-1	-7	-1	-1	COc1ccc(NC(=S)N2CCC(N(C)CCN3CCOCC3)CC2)cc1Cl
30	-2.7	-3	-0.4	2	-15	-16	-4	-1	-3	2	Cc1cc(Cl)ccc1OCCCC(=O)Nc1cccc(-n2cnnn2)c1
31	-0.6	-3	-0.7	-10	-9	8	-2	/	5	-1	CC1(CC(=O)O)SC(=O)NC1=O (centres undefined)
32	-0.4	-1	2.8	6	-10	13	0	-10	-2	1	Cc1c(NC(=O)CSc2ncn[nH]2)c(=O)n(-c2ccccc2)n1C

The list continues.
#	CAL PDZ FP-1	cardiac RTF act	LANA DNA inh	Cardiac RTF inh	PKA-R2B act	SR-BI DiI-HDL act	Keap1 Nrf2 FP	Rtt109 Vps75	CAL PDZ FP-2	DAGLB inhibitor	SMILES
33	-2.8	13	1.6	6	-1	15	-5	-5	-2	0	COc1ccc(NC(=O)c2cc3ccccc3o/c2=N\NS(=O)(=O)c2ccc(C)cc2)cc1
34	-0.5	4	-0.2	-3	1	13	-26	-338	1	-4	NC(CSS(=O)(=O)O)=NCCC12CC3CC(CC(O)(C3)C1)C2
35	-0.2	-5	-1.7	1	-4	16	2	-16	-1	-1	COc1ccc(C2(C(=O)NCCN3CCOCC3)CCOCC2)cc1
36	-1.6	1	-0.5	0	-10	-39	0	-9	-3	0	Nc1c(C(=O)c2ccccc2)sc2c1c(=O)[nH]c(=O)n2-c1ccccc1
37	-2.5	5	-1.8	-10	-1	36	-4	-1	/	9	Cc1cc(C)c(C(=O)/C=C/c2ccc(C(C)C)cc2)c(=O)[nH]1
38	0.7	-3	-1.1	-9	-1	4	-3	2	-1	16	O=C1CC(=O)N(CCc2ccccc2)C(=O)N1CCc1ccccc1
39	-1.8	4	0.8	-2	-7	-5	0	4	-1	-4	Cc1ccc(C(=O)NC(=S)N(C)Cc2ccccc2)cc1
40	-1.2	1	-0.4	-11	-3	/	-3	1	-3	-4	COc1ccc(N2CCN(C(CNC(=O)C(C)(C)C)c3ccco3)CC2)cc1 (centres undefined)

Next entries.
#	CAL PDZ FP-1	cardiac RTF act	LANA DNA inh	Cardiac RTF inh	PKA-R2B act	SR-BI DiI-HDL act	Keap1 Nrf2 FP	Rtt109 Vps75	CAL PDZ FP-2	DAGLB inhibitor	SMILES
41	-2.9	-4	-0.5	-8	7	-7	-4	-12	-3	-4	CC(=O)Nc1ccc(S(=O)(=O)NCCC(=O)OC(C)C(=O)c2ccc(C)cc2)cc1 (centres undefined)
42	-0.8	-5	3.1	-9	-3	36	0	5	-6	-1	Cc1ccc(S(=O)(=O)N2CCC(C(=O)Nc3ccc(S(=O)(=O)N4CCOCC4)cc3)CC2)cc1
43	-0.4	-5	-1.2	3	3	8	-1	-5	-1	1	O=C(COC(=O)Cc1ccc(Br)cc1)NCC1CCCO1 (centres undefined)
44	-2.1	0	-0.4	-2	-2	21	0	10	12	0	O=c1[nH]c(-c2cccs2)nc2ccccc12
45	-0.3	-5	2.8	4	-2	-22	2	-6	/	2	Nc1ccc2ccc(O)cc2c1
46	1.2	-1	0.2	-1	4	-15	-4	-13	1	-2	COc1ccc(N2CCN(S(=O)(=O)c3ccc(Br)s3)CC2)cc1
47	-2.9	1	-0.6	2	-1	-2	-5	1	-1	3	COc1ccccc1CNC(=O)C1Cc2cc(S(=O)(=O)N3CCCC3)ccc2N1C(C)=O (centres undefined)
48	-0.5	-5	-1.0	4	1	-52	1	-4	0	3	COc1ccc(-c2cnnc(N/N=C/c3ccc(O)cc3)n2)cc1

From PubChem BioAssay
